# Bioassay records as filed in PubChem.
# SR-BI DiI-HDL act: activators of SR-BI mediated HDL lipid uptake; activation, % at 12.5 µM; actives 0.096% (n = 320,000); CHO ldlA[mSR-BI] cells, DiI-HDL uptake fluorescence, 3 h; 100 = double the neutral-control signal; AID 504775;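 active means mean replicate activation of at least 60% and every replicate at or above 60%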;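 further: 0% = median plate neutral-control signal and 100% = twice that signal; values of inactives mirror those of a sister screen read the other way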
#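 system = CHO ldlA[mSR-BI] cells, LDL receptor-null, SR-BI overexpressing | medium = Ham's F12 with 0.5% BSA, HEPES 25 mM, pH 7.4 | probe or stimulus = DiI-HDL 10 µg/mL | compound dosing = single-point compound dose | incubation = compound exposure 3 h, 37 °C | technique = DiI fluorescence, bottom read | read-out = cell-associated DiI fluorescence as measure of HDL uptake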
# CAL PDZ FP-1: blocks peptide binding to human CAL PDZ domain | purified CAL PDZ, TMR-peptide fluorescence polarization, 1 h | actives 0.02% (n = 330,000) | inhibition, % at 20 µM | AID 504414;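 active means highest replicate inhibition of at least 40%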;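 further: plate controls were DMSO neutral control wells for no effect and unlabeled competitor peptide control wells for full effect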
#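 Material: tagged CAL PDZ domain; buffer or medium: 25 mM sodium phosphate pH 7.4, 150 mM NaCl, TCEP, IgG, Thesit; compound dosing: single point, 20 µM; schedule: 1 h incubation at room temperature before polarization reading; measured by: FP readout, S and P plane fluorescence; read-out basis: percent inhibition from loss of millipolarization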
# PvdQ acylase: P. aeruginosa PvdQ acylase inhibition; purified PvdQ acylase, fluorescence plate reader; inhibition, % at 10 µM; AID 488965; actives 0.063% (n = 340,000); in the data active means inhibition above about 30%, passing the limit was not always enough;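 further: 0% = vehicle neutral wells and 100% = reference inhibitor wells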
# NSD2 inh: NSD2 (human) methyltransferase inhibition; O96028; NSD2 peptide methylation, AlphaScreen, 120 min; inhibition, % at 12.5 µM; actives 0.54% (n = 310,000); AID 743445; in the data active means inhibition above about 50%
# SR-BI DiI inh: blocks mouse SR-BI lipid uptake from DiI-HDL | Q61009 | ldlA[mSR-BI] CHO cells, DiI-HDL uptake fluorescence, 3 h | inhibition, % at 12.5 µM | actives 0.96% (n = 320,000) | AID 488896;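 active means mean replicate inhibition of at least 70% and a set share of replicates each scoring 70 or more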;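 further: 0% = median of neutral control wells and 100% = median of positive control wells; values of inactives mirror those of a sister screen read the other way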
# Target sequence (Q61009 whole entry, looked up): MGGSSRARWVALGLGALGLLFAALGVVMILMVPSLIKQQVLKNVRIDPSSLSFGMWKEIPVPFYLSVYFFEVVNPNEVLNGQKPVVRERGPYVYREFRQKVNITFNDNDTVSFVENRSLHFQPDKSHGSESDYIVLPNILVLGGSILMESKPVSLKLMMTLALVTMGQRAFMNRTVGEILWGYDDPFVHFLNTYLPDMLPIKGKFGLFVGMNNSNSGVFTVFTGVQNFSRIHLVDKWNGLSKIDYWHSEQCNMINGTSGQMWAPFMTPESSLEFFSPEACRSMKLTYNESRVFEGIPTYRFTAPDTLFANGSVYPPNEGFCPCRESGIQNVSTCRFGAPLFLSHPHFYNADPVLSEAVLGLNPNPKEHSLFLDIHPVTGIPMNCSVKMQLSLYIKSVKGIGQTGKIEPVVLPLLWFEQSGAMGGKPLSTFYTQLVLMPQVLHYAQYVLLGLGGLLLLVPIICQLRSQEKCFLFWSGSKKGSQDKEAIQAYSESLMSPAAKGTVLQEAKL
# PfHsp90 set2: inhibits growth of yeast expressing Plasmodium falciparum Hsp90; S. cerevisiae expressing PfHsp90, BacTiter-Glo ATP, 48 h; yeast lacking PDR1 and PDR3 efflux regulators; inhibition, % at 9.4 µM; actives 0.32% (n = 310,000); AID 504621;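 active means every replicate shows inhibition above about 80%, whatever the replicate mean, limit read from the data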;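 further: 0% = DMSO neutral controls and 100% = 20 µM radicicol positive controls; yeast relying on Plasmodium falciparum Hsp90 in place of its own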
# Rtt109 HAT inh: C. albicans Rtt109 histone acetyltransferase inhibition | Q5AAJ8 | purified Rtt109/Vps75, ThioGlo CoA-SH fluorescence, 4 h | inhibition, % at 34.9 µM | actives 0.16% (n = 330,000);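 active means inhibition of at least 50% in every replicate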
# CAL PDZ FP-2: inhibitors of human CAL PDZ peptide binding. Q9HD26. AID 602252. inhibition, % at 24.9 µM. purified CAL PDZ, TMR-peptide fluorescence polarization, 1 h. actives 0.92% (n = 300,000);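 active means mean inhibition of at least 30% with at least half of replicates also reaching 30%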;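 further: 0% = DMSO neutral control and 100% = excess unlabeled competitor peptide PRC23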
# MITF act: MITF TRPM1 promoter activation in melanoma cells | SK-MEL-5 TRPM1-promoter luciferase, 24 h; % of positive control, neutral wells = 0 | activation, % at 12.5 µM | actives 0.75% (n = 300,000);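 active means mean activation of at least 80% with every replicate also reaching 80%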;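 further: 0% = neutral control wells and 100% = parthenolide positive control wells; values of inactives mirror those of a sister screen read the other way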
# dFosB act: enhances mouse delta FosB homodimer DNA binding; P13346; purified delta FosB, TAMRA-CDK5 oligo fluorescence polarization; percent of positive-control signal above neutral wells; activation, % at 25 µM; actives 0.99% (n = 340,000); AID 493131;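 active means mean activation above about 17%, with every replicate also reaching it, limit read from the data, passing the limit was not always enough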;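 further: fluorescence polarization rise as delta FosB binds a TAMRA Cdk5 AP-1 oligo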
# Target sequence (P13346 whole entry, looked up): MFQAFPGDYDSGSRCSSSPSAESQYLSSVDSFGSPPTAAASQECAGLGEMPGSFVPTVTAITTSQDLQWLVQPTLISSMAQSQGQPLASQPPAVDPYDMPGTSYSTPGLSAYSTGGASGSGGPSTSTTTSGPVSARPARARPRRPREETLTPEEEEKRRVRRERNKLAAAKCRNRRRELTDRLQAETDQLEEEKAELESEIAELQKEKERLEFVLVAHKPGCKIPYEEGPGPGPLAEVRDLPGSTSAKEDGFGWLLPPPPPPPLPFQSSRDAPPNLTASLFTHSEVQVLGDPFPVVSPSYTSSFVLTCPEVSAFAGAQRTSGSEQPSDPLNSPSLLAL
# * marks the source's active call; other numbers are inactive results; nt = not tested or not shown.
SMILES,SR-BI DiI-HDL act,CAL PDZ FP-1,PvdQ acylase,NSD2 inh,SR-BI DiI inh,PfHsp90 set2,Rtt109 HAT inh,CAL PDZ FP-2,MITF act,dFosB act
Cc1csc(NC(=O)c2ccc(C)s2)n1,-1,-0.2,-6,2,1,13,4,-4,57,-5
Cc1cc(NC(=O)c2cccc(S(=O)(=O)Nc3cccc(C(=O)O)c3)c2)no1,24,-3.9,-14,1,-24,12,-11,0,-11,1
Cc1nc2ccccc2c(=O)n1/N=C/c1ccc2ccccc2c1O,-90,-0.5,-3,1,90*,32,0,-1,-17,0
O=C(/C=C/c1ccoc1)c1ccccc1O,11,-1.6,-12,-2,-11,23,-5,-8,-6,-3
CN(CC(=O)NNC(=O)CNC(=O)c1ccccc1F)S(=O)(=O)c1ccc(Cl)cc1,10,-2.0,12,-1,-10,13,7,-2,1,3
COc1ccccc1CN1C[C@@H]2C[C@@H](c3cccc(C)n3)N3CCC[C@@]23C1=O,-11,0.1,-9,4,11,-3,-1,-4,-7,1
CCN(c1ccccc1)S(=O)(=O)c1ccc(C(=O)Nc2ccc(C)cn2)cc1,-3,-1.3,-2,-1,3,-4,-3,4,31,-3
CCN(CC)c1ccc(C2C3CCCCC3(O)CCN2C(=O)c2cccs2)cc1 (configuration not stated),-16,-2.3,6,8,16,2,16,-1,6,2
COc1ccc(C)cc1NC(=O)C1CCN(S(=O)(=O)c2ccccc2)CC1,-4,-1.1,-12,-1,4,2,-3,-4,-9,4
CC1=C/C(=C(\c2ccc(O)c(C)c2)c2ccccc2S(=O)(=O)O)C=CC1=O,-6,-0.5,-11,23,6,-3,-6,-2,-15,-4
COc1ccc(-c2ccc3c(c2)S(=O)(=O)c2cccc(C(=O)NCCOc4ccccc4Cl)c2C3=O)cc1OC,12,-1.2,7,nt,-12,1,10,-3,-69,-3
COCCCNC(=O)CCc1nc2cccnc2n1Cc1ccccc1,21,-1.3,-21,12,-21,-8,-7,1,9,6

# Reprinted from the part before: 2 compounds, then new ones.
SMILES,SR-BI DiI-HDL act,CAL PDZ FP-1,PvdQ acylase,NSD2 inh,SR-BI DiI inh,PfHsp90 set2,Rtt109 HAT inh,CAL PDZ FP-2,MITF act,dFosB act
COc1ccc(-c2ccc3c(c2)S(=O)(=O)c2cccc(C(=O)NCCOc4ccccc4Cl)c2C3=O)cc1OC,12,-1.2,7,nt,-12,1,10,-3,-69,-3
COCCCNC(=O)CCc1nc2cccnc2n1Cc1ccccc1,21,-1.3,-21,12,-21,-8,-7,1,9,6
O=C(O)CCN1C(=O)/C(=C/c2cn(-c3ccccc3)nc2-c2cccs2)SC1=S,14,-0.8,-3,-11,-14,-6,nt,6,5,-20
COc1ccc(NC(=O)Nc2ccc3c(c2)C(=O)N([C@H](C)CO)C[C@H](C)[C@@H](CN(C)S(C)(=O)=O)O3)cc1,8,0.7,-11,nt,-8,-3,-2,1,10,-8
CC(C)CN(/C=N/c1sc2c(c1C#N)CCCCC2)CC(C)C,-23,-3.2,2,nt,23,-4,-1,-1,0,-3
COc1ccc(C(=O)c2cccc(C(=O)c3ccc(OC)c(C)c3)c2)cc1C,38,-0.5,-8,0,-38,-2,-15,2,4,-6
O=C(COc1ccccc1)Nc1ccc2c(c1)nc1n2CCOC1,5,-1.0,-6,4,-5,-68,-9,-1,nt,-3
N/C(=N\c1nc2c(c(=O)[nH]1)CCC2)Nc1cccc2ccccc12,1,-0.8,-7,nt,-1,16,-1,nt,-8,-3
CCN(CC)S(=O)(=O)c1ccc(C(=O)Nc2nnc(C(C)C)s2)cc1,26,-0.3,7,nt,-26,-6,7,0,15,-3
COc1ccc(NC(C)=O)cc1NC(=O)CSc1nnc(C2CCCCC2)n1N,12,-1.0,-10,-1,-12,13,-4,-4,-13,0
CCC(=O)N1CCc2cc(S(=O)(=O)CCC(=O)NCCc3ccc(OC)c(OC)c3)ccc21,-25,-0.4,-8,0,25,3,0,0,-5,-3
CS(=O)(=O)N1CCN(C(=O)c2csc3ccccc23)CC1,-1,-1.1,-9,-1,1,nt,-19,-4,-3,-10
O=C(c1ccc2oc(CCc3ccccc3)nc2c1)N1CCC(O)CC1,11,-0.7,-14,2,-11,7,-1,-4,92*,0
COC(=O)c1ccc(COC(=O)C2CC(O)CN2S(=O)(=O)c2ccc([N+](=O)[O-])cc2)cc1 (configuration not stated),7,0.2,-4,2,-7,-8,3,-3,6,-2
Cc1sc2nc(SCC(=O)NCc3ccco3)n(CCc3ccccc3)c(=O)c2c1C,nt,-0.6,-12,-6,59,-16,0,-1,0,2
Cc1ccc(NC(=O)CO/N=C(\N)c2nonc2N)cc1C,7,-3.0,-17,-1,-7,10,0,-2,-8,5
O=S(=O)(Nc1cccc2nsnc12)c1ccccc1,-12,-1.9,-4,0,12,6,-11,-2,8,2
N#CC(c1ccccc1F)(c1ncc(C(F)(F)F)cc1Cl)N1CCOCC1 (configuration not stated),-1,nt,-13,3,1,36,-2,-7,5,-10
COC(=O)C1=C(C)NC2=C(C(=O)CCC2)C1c1cn(Cc2ccc(Br)cc2)nc1-c1ccccc1 (configuration not stated),4,-1.6,-4,-53,-4,-6,nt,-2,-14,-11
CN=C1SC(CC(=O)Nc2cccc(Cl)c2Cl)C(=O)N1C (configuration not stated),-3,-1.6,-5,0,3,-4,-3,2,nt,-1
Cn1cnnc1SCC(=O)Nc1c(F)cc(F)cc1Br,-8,-0.4,-1,0,8,13,3,-1,0,-1
COc1ccccc1Nc1nc(-c2cccc([N+](=O)[O-])c2)nc2ccccc12,-42,-0.1,4,-6,42,7,6,-2,-5,-18
Cc1ccc(/C=C2\C(=N)N3N=C(CC(=O)N4CCCCC4)SC3=NC2=O)cc1,10,-1.9,3,9,-10,12,27,6,-1,-4
C=CCN1C(=O)C(C)(C)N(C(=O)c2cccc([N+](=O)[O-])c2)c2ccccc21,5,0.3,-6,9,-5,32,2,-2,3,-4
Cn1nnnc1-c1cc(Cl)cc(Cl)c1,-7,-0.5,-9,-3,7,15,4,-1,12,4
Cc1noc(C)c1NC(=O)Nc1ccc2c(c1)C(=O)N([C@H](C)CO)C[C@H](C)[C@@H](CN(C)S(=O)(=O)c1c(C)noc1C)O2,7,0.3,2,nt,-7,0,1,4,1,-2
CC(=O)Nc1ccc(OCCOc2ccc(NC(C)=O)cc2)cc1,nt,-1.2,-15,14,nt,-23,0,-1,14,-4
O=CC(O)C1OC(=O)C(O)C1O (configuration not stated),32,0.1,1,nt,-32,-1,-1,3,-1,3
CCOC(=O)C1=C(c2ccccc2)NC(SCC)=C(C#N)C1c1cccnc1 (configuration not stated),19,0.8,1,1,-19,-8,7,-1,-14,-6
COc1ccc(C(=S)N2CCNCC2)cc1,-5,0.4,1,2,5,9,1,-3,0,-3
O=C(CN1CCC(NC(=O)c2ccccc2Cl)CC1)NCc1ccccc1,-2,-0.3,-14,-3,2,2,-2,-7,5,0
CC(=O)Nc1ccc(S(=O)(=O)N2CCN(S(=O)(=O)c3ccccc3)CC2)cc1,16,-19,-15,1,-16,-8,-7,-5,-19,-6
Clc1ccc(Cn2cccc2C2=NCCO2)cc1,25,-0.1,-2,3,-25,-7,5,4,-4,1
CC(=O)N1CCN(c2nc(N)c(C#N)c(CC#N)c2C#N)CC1,9,-0.7,-6,-7,-9,-31,-7,-1,-12,-7
CCOCCCNc1nc(C)nc2c1nnn2Cc1c(F)cccc1Cl,-20,-2.0,-7,-2,20,-19,3,-1,-6,-16
CC(C)(C)NC(=O)NC(=O)CN1CCN(c2cccc(Cl)c2)CC1,nt,-1.0,-3,-5,nt,10,-3,-4,8,-9
COC(=O)c1cccc(NC(=S)NCc2ccc(Cl)cc2)c1,44,-1.8,-19,-1,-44,3,0,-1,3,2
COc1ccc(N2CC(C(=O)NCCN3C(=O)S/C(=C\c4cccnc4)C3=O)CC2=O)c(OC)c1 (configuration not stated),-57,-0.5,-12,-1,57,-16,-2,-3,-5,-9
CSCCC(NC(=O)c1ccccc1)C(=O)N1CCCCCCC1 (configuration not stated),8,0.0,-10,-1,-8,-14,-6,-1,nt,0
CCN(CC)c1cc(-c2ccccc2)ncn1,-3,-0.2,14,-2,3,6,6,1,1,-5
CC(=O)c1ccc(NC(=O)C(C)n2c3ccccc3c3nc(=O)cc(C)n32)cc1 (configuration not stated),nt,-0.8,-9,0,nt,-8,-2,5,1,-10
Nc1nonc1-n1nnc(C(=O)N/N=C/c2cc(Cl)ccc2O)c1CN1CCCCCC1,nt,0.2,-7,nt,nt,-7,-16,-3,-24,-5
N=C1S/C(=C\c2ccc(O)cc2)C(=O)N1c1ccc(F)cc1,-26,-0.3,1,4,26,-5,-18,6,-2,11
O=C(C1CCCO1)N1CCN(c2ccc(F)cc2)CC1 (configuration not stated),15,-2.7,5,0,-15,-2,-7,0,nt,4
Cn1c(SCC(=O)N/N=C/c2cc([N+](=O)[O-])ccc2O)nnc1-c1ccccc1,nt,-1.8,-9,-1,nt,24,-5,-7,-4,-8
Cc1ccc(S(=O)(=O)N2CCOCC2)cc1NC(=O)CNc1ccccc1N1CCCC1=O,-18,-2.5,-4,-2,18,nt,0,-1,0,-7
Cc1cc(N)n2nc(C)c(-c3ccccc3)c2n1,-3,-0.7,-9,-2,3,16,1,-1,-1,0
O=C(NNS(=O)(=O)c1ccc(Br)cc1)c1ccccc1-n1cccc1,-9,-3.2,-13,1,9,24,6,-21,-6,1
COc1cccc(CNS(=O)(=O)c2ccc3c(c2)oc(=O)n3C)c1,-4,-1.5,2,-1,4,5,11,3,-2,-9
COc1cc(O)ccc1C(=O)CCc1ccc(O)cc1,1,-6.2,-23,5,-1,0,-12,-29,-3,-1
COc1cccc(CN2CC(C(=O)NCCc3ccc(C)s3)CCC2=O)c1 (configuration not stated),5,-4.4,0,2,-5,11,-8,1,4,7
Cn1ncc2c(Nc3ccc(Br)cc3)nc(Nc3ccc(Br)cc3)nc21,-68,-2.0,-6,-1,68,-21,0,0,-11,53*
COc1ccccc1Nc1nc(=O)[nH]nc1C,6,0.3,-9,-1,-6,nt,-5,-2,-6,-6
COC(=O)C1=C(C)NC(C)=C(C(=O)OC)C1c1cn(-c2ccccc2)nc1-c1ccco1,-3,-0.2,9,nt,3,nt,1,nt,-14,-8
CC(C)NCCOCCOc1ccccc1F,34,0.0,-10,12,-34,-17,-2,-2,10,0
Cc1cccc(NC(=O)Cc2nc(-c3c[nH]c(C(=O)N4CCCC4)c3)cs2)c1,-35,0.0,-5,-1,35,nt,6,-5,-33,-16
